TbPYK inhibitor – T. brucei pyruvate kinase inhibition. TbPYK enzyme, Kinase-Glo Plus ATP luminescence, 45 min. AID 624173. Q57TT1. Potency, µM (series often up to 76.8 µM), for the others: at the highest dose activity, negative = inhibition, most hits filed as inhibitors. 0.12% of 410,000 active; further: nearly all actives have a fitted effect of over 50% in size
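ADP (130 uM final) triggers the TbPYK reaction after compound addition; incubation is 45 min at room temperature. Kinase-Glo Plus is then added and luminescence imaged. Normalized data are fitted to concentration-effect curves.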
Pf growth 96h – P. falciparum growth inhibition at 96 hours; P. falciparum luciferase reporter growth, 96 h; Potency, µM (doses to about 28.7 µM), for inactives: at the top dose activity change, negative = inhibition, usual class: inhibitors; 6.9% of 320,000 active; AID 504834
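Plates of compound plus infected erythrocytes (2% hematocrit, 0.05% parasitemia final) incubate 96 hours, 37 C, 5% CO2. Detection reagent added; reduced luminescence from the parasites' luciferase reporter flags inhibition.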
Sm TGR block – blocks Schistosoma mansoni thioredoxin glutathione reductase | purified TGR, DTNB reduction, TNB absorbance 405 nm | 3% of 360,000 active | Q962Y6 | Potency, µM (top dose mostly 114 µM), for the others: at the highest dose activity change, negative = inhibition, actives largely listed as inhibitors | AID 485364; further: nearly all actives have a fitted effect of over 60% in size
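First, TGR (20 nM dispensed) and NADPH were mixed with compound. Second, a 15 min room-temperature incubation followed. Third, further NADPH and then DTNB were added to start the reaction. Finally, TNB absorbance was monitored kinetically.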
HCV inh – blocks hepatitis C virus | Huh7.5.1 HCVcc-Cre infection, luciferase reporter, 44 h | Potency, µM (titrated, usually from 41.8 µM), without a hit: at the top dose activity change, negative = inhibition, hits mostly inhibitors | 3.4% of 340,000 active
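Cells seeded at 1,000/well and cultured 4 h, then compounds added followed by HCVcc-Cre virus (~0.5 moi). After 44 h further culture, luciferase substrate was added, plates held 15 min at room temperature, and luminescence read for 15 sec.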
LmPK inh – blocks Leishmania mexicana pyruvate kinase activity; purified LmPK, Kinase-Glo ATP luminescence, 1 h; AID 1721; Q27686; 0.37% of 290,000 active; Potency, µM (doses to about 57.5 µM), for inactives: at the highest dose activity change, negative = inhibition, most hits filed as inhibitors
Target sequence (Q27686 whole entry, looked up): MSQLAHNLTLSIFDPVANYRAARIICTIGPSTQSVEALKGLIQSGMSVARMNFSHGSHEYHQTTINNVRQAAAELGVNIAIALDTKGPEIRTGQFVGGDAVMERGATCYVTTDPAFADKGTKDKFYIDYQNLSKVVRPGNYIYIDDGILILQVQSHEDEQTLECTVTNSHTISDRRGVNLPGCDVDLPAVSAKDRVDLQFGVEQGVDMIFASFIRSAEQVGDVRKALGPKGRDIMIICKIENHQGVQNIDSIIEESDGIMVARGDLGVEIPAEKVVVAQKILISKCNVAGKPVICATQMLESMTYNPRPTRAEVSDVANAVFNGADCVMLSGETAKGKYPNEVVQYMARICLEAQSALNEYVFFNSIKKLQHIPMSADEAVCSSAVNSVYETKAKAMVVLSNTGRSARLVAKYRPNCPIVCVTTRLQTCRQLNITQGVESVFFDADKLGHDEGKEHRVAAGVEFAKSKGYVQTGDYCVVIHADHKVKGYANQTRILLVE
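qHTS format; LmPK 0.1 nM; substrates PEP 0.5 mM and ADP 0.1 mM. One-hour room-temperature incubation, then coupled luciferase luminescence; 0.5 nM enzyme wells mark activation.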
Pf growth 48h – P. falciparum growth inhibition at 48 hours (one generation); 5.9% of 310,000 active; P. falciparum luciferase growth in erythrocytes, 48 h; Potency, µM (series often up to 28.7 µM), for the others: at the top dose activity change, negative = inhibition, most hits filed as inhibitors; AID 504832
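Luminescence readout; reporter = integrated firefly luciferase in P. falciparum. RBC culture at 2% hematocrit, 0.1% parasitemia final, 37 C/5% CO2; decreased signal taken as growth inhibition.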
* hit, by the source's call; u = inconclusive; x = no result given; & = joins results of further samples; [ ] = dose if it differs, or a comment. The call rests on the fitted dose curve; in most records, active means well fitted curve in the direction sought with a large enough effect; inconclusive means small, poorly fitted or top-dose-only effect, or another doubt; inactive means no such curve, though single readings can be large; an effect the other way counts as inactive or inconclusive. On the % scale 0 is the no-effect control and ±100 the full control effect; potency means the concentration at half of the fitted maximal effect.

SMILES | TbPYK inhibitor | Pf growth 96h | Sm TGR block | HCV inh | LmPK inh | Pf growth 48h
CCn1cc(/C=C(\NC(=O)c2ccc(OC)c(OC)c2)C(=O)N2CCOCC2)c2ccccc21 | -4% | u | 5% | 0% | -1% | u
COc1ccc(C2=NN(C(=O)c3cccs3)C(c3ccccc3OC)C2)cc1OC (configuration not stated) | 3% | -22% | 8% | 10µM* | 2% | u
Cc1ccc(-c2nn(-c3ccccc3Cl)cc2C(=O)NCC2CCCO2)cc1 (configuration not stated) | 9% | -29% | -1% | u | x | -9%
Cc1ccc(CCN2CC(C(=O)NCCCN3CCCCC3)CC2=O)cc1 (configuration not stated) | -5% | 7.4µM* | -22% | 15% | -6% | 0%
CCC(=O)Nc1ccc2c(c1)nc(CN1CCCCC1)n2C | 3% | 36%[activator] | 0% | 8% | -1% | 42%[activator]
Cc1nn2c(-c3ccc(Cl)cc3Cl)nnc2s1 | -1% | 33%[activator] | 20% | 8% | -3% | 25%
O=C1N2CN(C(c3ccccc3)c3ccccc3)CN=C2SC1(CO)CO | -3% | -62% | 52%[activator] | 0% | 7% | -24%
O=C1Nc2ccc(S(=O)(=O)N(CCO)CCO)c3cccc1c23 | -7% | u | 5% | 3% | -1% | 7%
CC(=O)NC1C(=O)N(CCc2ccccc2)c2ccccc21 (configuration not stated) | 11% | 19% | -5% | 7% | 3% | u
CNC(=O)C(C#N)(Cc1cc(C(C)=O)ccc1OC)Cc1cc(C(C)=O)ccc1OC | -3% | -28% | 40µM* | -6% | 2% | -14%
COc1ccc(/C=N/Nc2nc(-c3cccnc3)nc3ccccc23)c(OC)c1 | 2% | 38%[activator] | 15% | -29% | -3% | u
OCC1O[C@@H](O[C@@H]2C(CO)OC(O)C(O)C2O)C(O)C(O)C1O (some centres not stated) | 0% | -16% | x | x | x | 6%
O=C(COc1ccccc1Cl)NNC(=O)C1CCCO1 (configuration not stated) | 1% | 20% | 0% | 8% | 7% | 11%
Cc1noc(C)c1COc1ccccc1C(=O)Nc1ccc(C(N)=O)cc1 | -8% | u | -10% | -5% | x | -16%
CCN(CC)CCN(C(=O)c1cccc(N2C(=O)CCC2=O)c1)c1nc2cc3c(cc2s1)OCO3 | -5% | 60%[activator] | -30% | 3% | 6%[11.5 µM] | 1%
O=C(/C=C/c1ccccc1[N+](=O)[O-])N1CCN(C(=O)c2ccco2)CC1 | 6% | 8% | 2% | 3% | -1% | -16%
Cc1cccc(CNS(=O)(=O)c2ccc(-c3ccc(=O)[nH]n3)s2)c1 | -12% | 53%[activator] | 2% | 16% | -6% | 3%
Cc1cccc(C(=O)N/N=C/c2ccccn2)c1 | 5% | -97% | -11% | 6% | -4% | -60%
CC(=O)Nc1ccc(S(=O)(=O)NCC(=O)OCC(=O)N2CCCc3ccccc32)cc1 | -3% | 15% | -1% | 31%[activator] | 1% | 16%
COc1cccc(CN2CCC(C(=O)N3CCN(c4ccccc4F)CC3)CC2)c1OC | 2% | u | 2% | -12% | -4% | -7%
O=C(NCCCc1ccccc1)c1cnc2n(c1=O)CCS2 | 1% | -5% | 0% | 8% | -7% | 55%[activator]
O=C(Cc1ccccc1)Nc1ccc(NC(=O)c2cccs2)cc1Cl | -5% | 6% | 0% | u | 16% | 8%
CSC(=S)N/N=C/c1ccccc1 | -2% | u | 5% | 24% | -8% | u
Cc1cc(=O)[nH]c(SCC(=O)Nc2ccc(S(N)(=O)=O)cc2)n1 | -6% | 60%[activator] | -1% | 17% | -1% | -15%
COC(=O)c1cc(Br)ccc1OC(=O)c1cccnc1 | -21% | -4% | 8% | u | -3% | 1%
SMILES | TbPYK inhibitor | Pf growth 96h | Sm TGR block | HCV inh | LmPK inh | Pf growth 48h
Cc1ccc(-c2cnc(NC(=O)CCC(=O)N3CCCCC3)n2C)cc1 | -6% | 12µM* | 11% | 23% | 0% | 55%[activator]
COc1cnc(-c2ccccn2)nc1Oc1cccc(C(F)(F)F)c1 | x | 1.7µM* | 1% | x | 7% | 2.3µM*
CCOc1ccc(-c2cc(C(=O)N3CCN(C)CC3)c3ccccc3n2)cc1 | 1% | x | 7% | -12% | -9% | 154%[activator]
Cc1cn(-c2cc(C(=O)Nc3ccc(C)c(NC(=O)C(=O)c4c[nH]c5ccccc45)c3)cc(C(F)(F)F)c2)cn1 | 2%&-2% | u | -2% | u | 4% | 1µM*
Cc1ccc(NC(=O)C2CCCN(S(=O)(=O)c3cnc[nH]3)C2)cc1F (configuration not stated) | -2% | u | -1% | u | 3% | 2%
COC(=O)C(C#N)c1nc2ccccc2nc1N1CCCC1 (configuration not stated) | -6% | 75%[activator] | 4% | u | 3% | -18%
CCc1ccc(CNC(=O)C2CC(=O)N(C3CCCC3)C2)cc1 (configuration not stated) | 0% | 2.6µM* | 4% | 11% | 4% | -14%
O=C(COC(=O)C1(c2ccc(Cl)cc2)CCCC1)Nc1ncc(C(F)(F)F)cc1Cl | 6% | u | -18% | -6% | 2% | 4%
COc1ccc(Br)cc1C(=O)Nc1ccc(C(=O)NCC(C)C)cc1 | -5% | u | -2% | u | 3% | u
CCc1nnc(NC(=O)CSc2nnc(-c3ccco3)n2CC)s1 | 0% | 21% | -29% | 8% | -5% | 1%
CCOC(=O)c1c(SC)nc(SC)c2c1CCC2 | 29% | 3% | 2% | 8% | -1% | 5%
CCN(CC)C(=O)Cn1cc(S(=O)(=O)CC(=O)NC2CCCCC2)c2ccccc21 | -2% | -15% | 2% | 7% | 2% | -10%
Cc1ccc(C(=O)NC2CCCCCCC2)cc1S(=O)(=O)N1CCOCC1 | 1% | 9.3µM* | 0% | u | x | u
CC1CCN(C(=O)NC(=O)c2ccc(Cl)cc2)CC1 | 2% | -10% | -6% | 2% | -4% | 6%
O=C(CSc1nnc(CCCO)n1-c1ccccc1)Nc1nccs1 | -2% | 0% | 1% | 21% | 6% | -1%
O=C(COc1ccc(Cl)cc1Cl)N1CCNC1=O | -8% | u | -9% | 12% | x | 22%
COc1cc(CN2CCCC(N3CCc4ccccc4C3)C2)c(Cl)cc1O (configuration not stated) | 4% | 2.9µM* | u | 10% | 0% | u
O=C(CSc1ccccn1)N1CCCC(Nc2ccccc2)C1 (configuration not stated) | 2% | 20% | -23% | 7% | -9% | 10%
COCCCNC(=S)NNC(=O)c1ccoc1C | -5% | u | 18% | -8% | 1% | 4%
CCOC(=O)C(=Cc1ccc(Br)cc1)C(=O)OCC | -3% | u | 3.5µM* | u | -8% | u
C1=Nc2ccccc2CN1c1ccccc1 | -3% | -9% | 5% | 5% | -8% | 126%[activator]
CCc1ccc(NC(=O)COc2ccc(/C=C(/C#N)c3nc4ccccc4[nH]3)cc2OC)cc1 | -11% | u | -12% | u | 1% | 2.6µM*
CCc1ccc(NC(=O)C(=O)NCC2CCCN2S(=O)(=O)c2cccs2)cc1 (configuration not stated) | -5% | -26% | 5% | u | x | u
COc1ncnc2c1oc1nc(C)c3c(c12)CC(C)(C)OC3 | -29% | -5% | 9% | u | 0% | 12%
CCCCC[n+]1ccn(C2=C([O-])c3ccccc3C(=O)/C2=N\S(=O)(=O)c2ccccc2)c1 | -7% | 5.9µM* | -26% | u | -2% | 2.9µM*

A draw from above in order of formula weight, rising:
SMILES | TbPYK inhibitor | Pf growth 96h | Sm TGR block | HCV inh | LmPK inh | Pf growth 48h
C1=Nc2ccccc2CN1c1ccccc1 | -3% | -9% | 5% | 5% | -8% | 126%[activator]
COCCCNC(=S)NNC(=O)c1ccoc1C | -5% | u | 18% | -8% | 1% | 4%
CC1CCN(C(=O)NC(=O)c2ccc(Cl)cc2)CC1 | 2% | -10% | -6% | 2% | -4% | 6%
O=C(COc1ccc(Cl)cc1Cl)N1CCNC1=O | -8% | u | -9% | 12% | x | 22%
CCc1ccc(CNC(=O)C2CC(=O)N(C3CCCC3)C2)cc1 (configuration not stated) | 0% | 2.6µM* | 4% | 11% | 4% | -14%
CCOC(=O)C(=Cc1ccc(Br)cc1)C(=O)OCC | -3% | u | 3.5µM* | u | -8% | u
Cc1ccc(NC(=O)C2CCCN(S(=O)(=O)c3cnc[nH]3)C2)cc1F (configuration not stated) | -2% | u | -1% | u | 3% | 2%
CCOc1ccc(-c2cc(C(=O)N3CCN(C)CC3)c3ccccc3n2)cc1 | 1% | x | 7% | -12% | -9% | 154%[activator]
COc1cc(CN2CCCC(N3CCc4ccccc4C3)C2)c(Cl)cc1O (configuration not stated) | 4% | 2.9µM* | u | 10% | 0% | u
CCN(CC)C(=O)Cn1cc(S(=O)(=O)CC(=O)NC2CCCCC2)c2ccccc21 | -2% | -15% | 2% | 7% | 2% | -10%
O=C(COC(=O)C1(c2ccc(Cl)cc2)CCCC1)Nc1ncc(C(F)(F)F)cc1Cl | 6% | u | -18% | -6% | 2% | 4%

Following part:
SMILES | TbPYK inhibitor | Pf growth 96h | Sm TGR block | HCV inh | LmPK inh | Pf growth 48h
CCc1ccccc1N(C(C)=O)c1nc(CN=C=S)cs1 | -4% | u | -7% | -9% | 3% | u
CCN1C(=O)C(c2ccc(O)cc2)(c2ccc(O)cc2)c2ccccc21 | 2% | 6% | x | 9% | 1% | -7%
CCOc1ccccc1-n1c(N)c(C(N)=O)sc1=S | -17% | 1.7µM* | -2% | 3% | 0% | 28%
O=c1[nH]c(Cl)ccc1CN1CCOCC1 | 5% | 75%[activator] | -6% | 4% | x | 13%
CCOC(=O)c1nc(NCCc2ccccc2)sc1C | 3% | -10% | 0% | -17% | 7% | 31%[activator]
Cn1c(-c2sccc2OCc2ccccc2)n[nH]c1=S | u | u | 12% | 23% | -24% | 10µM*
Nc1ccccc1NC(=O)c1ccccc1 | 5% | -9% | -28% | 1% | 0% | 18%
Fc1ccccc1/C=N/Nc1ccc(Cl)nn1 | -2% | 45%[activator] | 2% | 13% | -5% | x
Cc1sc2ncnc(N3CCC(C(=O)NNC(=O)COc4cccc(C(F)(F)F)c4)CC3)c2c1C | 0% | u | 8% | -10% | x | u
O=C(O)CN1C(=O)/C(=C\c2ccccc2OCc2ccc(Cl)cc2)SC1=S | -7% | 154%[activator] | -9% | 14% | -1% | 27%
O=c1cc(CN2CCN(c3ccc(O)cc3)CC2)nc2scc(-c3ccccc3)n12 | u | u | -19% | u | 0% | u
Cc1ccc(C)c(C(=O)CSc2nc3ccccc3c(=O)[nH]2)c1 | -9% | -8% | -2%[57.1 µM] | 15% | 0% | 1%
Nc1ccc(-c2ncc(-c3ccccc3)o2)cc1 | 3% | u | 13% | u | 0% | 9.3µM*
Cc1[nH]c2ccccc2c1C(=O)CN1CC(C)CC(C)C1 (configuration not stated) | -4% | -1% | u | -11% | -6% | -2%
CCOc1cc(NS(=O)(=O)c2ccc(NC(C)=O)cc2)c(OCC)cc1NC(=O)C(C)C | 2% | x | 8% | 11% | 3% | -17%
CCOC(=O)c1ccc(C#Cc2ccc3c(c2)C(C)(C)CCS3)nc1 | -10% | u | x | x | x | u
CC(C)OCc1ccc(C(=O)N2CCN(S(=O)(=O)c3ccc(Br)s3)CC2)cc1 | 0% | u | 7% | u | x | u
O=c1c(Cc2ccccc2)c(O)ccn1Cc1ccc2c(c1)OCO2 | -5% | -6% | -3% | 12% | -2% | -11%
COc1ccc(/C=C(\C#N)C(=O)OCC(=O)NCc2ccc(Cl)cc2)cc1 | x | u | -21% | -3% | -2% | u
COc1ccc2oc(C(=O)N3CCc4ccccc43)c(C)c2c1 | -24% | -11% | u | -3% | -5% | 18%
COc1cc(CNCc2ccc(C)cc2)cc(OC)c1OC | -9% | u | -35% | -8% | -3% | -25%
CCc1ccc2nc(NC(=O)c3ccc(N4C(=O)CCC4=O)cc3)sc2c1 | 4% | 48%[activator] | 2% | u | -1% | 37%[activator]

As entered above:
Fc1ccccc1/C=N/Nc1ccc(Cl)nn1 – TbPYK inhibitor: -2%
COc1cc(CNCc2ccc(C)cc2)cc(OC)c1OC – TbPYK inhibitor: -9%
